Avidin bead fluor = compound fluoresces at 488/530 nm on avidin beads | compound fluorescence 488/530 nm, flow cytometry; hits give high values | fluorescence (KMESF) at 10 µM | actives 0.38% (n = 220,000) | AID 1775; in the data active = fluorescence above about 47; also: inactives centre near 10
Rac1 mut GTP = modulators of GTP binding to human Rac1 activated mutant | P63000 | GST-Rac1 activated beads, fluorescent GTP binding, flow cytometry; actives lie on both sides; 100% means binding = to untreated wells | percent activity (GTP binding), % at 10 µM | actives 0.11% (n = 190,000);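 active = GTP binding at least 20 percentage points away from the 100% baseline, in either direction, so actives lie on both sides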
ABCG2 inh = inhibitors of human ABCG2 transporter, ABCB1 counter-screen; Q9UNQ0; IgMXP3 cells, JC-1 efflux, flow cytometry; inhibition, % at 6.6 µM; actives 0.1% (n = 190,000); AID 1325;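 active = inhibition above 80%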;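 also: 0% = DMSO and 100% = nicardipine control wells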
Target sequence (Q9UNQ0 whole entry, looked up): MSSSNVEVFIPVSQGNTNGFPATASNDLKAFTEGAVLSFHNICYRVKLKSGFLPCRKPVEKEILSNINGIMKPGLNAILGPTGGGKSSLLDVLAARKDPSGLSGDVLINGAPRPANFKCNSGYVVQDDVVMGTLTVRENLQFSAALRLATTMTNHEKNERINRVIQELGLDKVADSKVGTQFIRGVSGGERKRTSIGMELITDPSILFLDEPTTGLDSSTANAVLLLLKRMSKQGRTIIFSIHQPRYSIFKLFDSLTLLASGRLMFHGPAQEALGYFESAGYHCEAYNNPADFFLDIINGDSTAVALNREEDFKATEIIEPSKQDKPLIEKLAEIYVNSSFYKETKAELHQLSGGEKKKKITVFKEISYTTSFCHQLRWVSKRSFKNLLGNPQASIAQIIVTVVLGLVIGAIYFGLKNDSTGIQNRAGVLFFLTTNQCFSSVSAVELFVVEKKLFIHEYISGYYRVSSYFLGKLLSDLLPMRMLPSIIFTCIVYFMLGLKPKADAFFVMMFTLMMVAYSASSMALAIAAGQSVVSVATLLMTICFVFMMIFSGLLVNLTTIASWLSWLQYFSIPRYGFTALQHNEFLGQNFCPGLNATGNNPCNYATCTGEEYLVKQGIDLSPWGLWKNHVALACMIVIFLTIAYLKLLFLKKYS
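Test system: IgMXP3 (ABCG2) plus far-red-tagged CCRF-Adr (ABCB1) cells / Amount: 3 million cells/mL in well / Reagent: JC-1 transporter substrate / Timing: 10 min compound exposure, 25 °C / Signal: flow cytometry, 530 nm JC-1 signal / Read-out: percent efflux inhibition, scaled nicardipine 100% to DMSO 0% / Benchmarks: nicardipine as high control, DMSO as low control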
Rac1 wt modul = human Rac1 wildtype GTP binding, inhibitors and activators. P63000. GST-Rac1 beads, fluorescent GTP binding, flow cytometry; actives lie on both sides; 0 = cold GTP competed, 100 = untreated. GTP binding activity (% of control), % at 10 µM. actives 0.27% (n = 190,000). AID 757;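 active = GTP binding activity at least 20 points away from the 100% control level, either lower or higher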
Rab7 wt modul = alters GTP binding to wildtype dog Rab7; AID 758; GST-Rab7 beads, fluorescent GTP binding, flow cytometry; actives lie on both sides; untreated = 100%, excess cold GTP = 0%; GTP binding activity (percent of control), % at 10 µM; actives 0.055% (n = 190,000);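 active = fluorescent GTP binding to Rab7 beads changed by at least 20 points from the 100% baseline, either direction, mostly lower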;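 also: median green fluorescence of bound Bodipy-FL-GTP per Rab7 bead population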
Mcl1 Noxa PPI = Mcl-1/Noxa interaction inhibition | Q07820 | TR-FRET Mcl-1/Noxa peptide binding, 2 h | inhibition, % at 21.7 µM | actives 1.5% (n = 220,000);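 active = compounds that cut the protein-peptide binding signal by more than 50% relative to plate controls in a single-dose test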;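 also: His-tagged Mcl-1 with rhodamine Noxa BH3 peptide and terbium anti-His antibody; 0% = Mcl-1 plus Noxa peptide wells and 100% = peptide-only wells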
Rab2 wt GTP = changes GTP binding to wildtype dog Rab2A, up or down | AID 760 | GTP binding activity, % at 10 µM | actives 0.19% (n = 190,000) | GST-Rab2 wt beads, Bodipy-GTP binding, flow cytometry;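 active = GTP binding activity at least 20 points away from 100%, either lowered or raised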;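 also: 0% = beads with excess unlabeled GTP and 100% = no-compound control corrected for plate trend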
ABCB1 block = blocks JC-1 efflux by human ABCB1 transporter; actives 0.067% (n = 190,000); AID 1326; P08183; CCRF-Adr cells, flow cytometry; inhibition, % at 6.6 µM; in the data active = inhibition above about 40%;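 also: 0% = vehicle and 100% = reference inhibitor; higher value means more JC-1 retained so stronger ABCB1 efflux block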
HRas wt GTP bind = modulators of GTP binding to human HRas wildtype | GST-Ras wt beads, Bodipy-FL-GTP binding, flow cytometry; actives lie on both sides | actives 0.14% (n = 190,000) | GTP binding activity, % at 10 µM;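 active = GTP binding activity at least 20% away from the 100% baseline, either lowered as inhibitor or raised as activator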;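 also: 0% = unlabeled GTP competition control and 100% = no-compound control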
Target sequence (P01112 whole entry, looked up): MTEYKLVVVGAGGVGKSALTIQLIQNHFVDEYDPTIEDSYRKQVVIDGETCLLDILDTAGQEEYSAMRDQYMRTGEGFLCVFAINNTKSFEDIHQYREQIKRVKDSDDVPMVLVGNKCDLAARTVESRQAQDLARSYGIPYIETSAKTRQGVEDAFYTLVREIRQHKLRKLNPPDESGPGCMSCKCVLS
Cdc42 wt GTP = human Cdc42 wildtype GTP binding change, either direction; GST-Cdc42 beads, Bodipy-GTP binding, flow cytometry; actives lie on both sides; percent activity (GTP binding), % at 10 µM; actives 0.2% (n = 190,000);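 active = percent activity GTP binding at least 20 points away from the 100% baseline, either down as inhibitor or up as activator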;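 also: median bead fluorescence of bound Bodipy-FL-GTP at 100 nM; 0% = excess unlabeled GTP control and 100% = no compound control; below 100% means less GTP binding so inhibitor and above means activator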
Target sequence (P60953 whole entry, looked up): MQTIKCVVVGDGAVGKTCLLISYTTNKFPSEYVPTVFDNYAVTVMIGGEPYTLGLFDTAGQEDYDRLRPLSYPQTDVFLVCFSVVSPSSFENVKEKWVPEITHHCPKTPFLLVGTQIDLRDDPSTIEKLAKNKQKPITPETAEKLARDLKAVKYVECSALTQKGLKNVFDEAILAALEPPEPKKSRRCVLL
Pf gametocyte = kills late stage P. falciparum gametocytes | P. falciparum stage V gametocytes, ATP luminescence, 24 h | inhibition, % at 10.9 µM | actives 0.065% (n = 150,000);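 active = inhibition above the mean plus 3 SD of compounds within the control limits, set per campaign, cut at about 38% in these data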;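 also: 0% = DMSO wells and 100% = medium only without gametocytes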
The depositor's hits bear a star; . = not tested or not shown; [ ] = dose if it differs, or a comment. Rows were taken by chance; 2.3% or so of the library scored in one or more.

SMILES	Avidin bead fluor	Rac1 mut GTP	ABCG2 inh	Rac1 wt modul	Rab7 wt modul	Mcl1 Noxa PPI	Rab2 wt GTP	ABCB1 block	HRas wt GTP bind	Cdc42 wt GTP	Pf gametocyte
Cc1ccc(N2CC(C(=O)OCC(=O)C(C)(C)C)CC2=O)cc1C (centres undefined)	8	98	5	100	98	12	100	1.1	102	101	13
Cc1ccc(C(C#N)c2ccc(Cl)nn2)cc1 (centres undefined)	11	96	8	102	105	6	99	1.4	99	97	-20
CCOc1ccccc1NC(=O)C(NCC1(N2CCCCC2)CCCCC1)c1ccccc1 (centres undefined)	20	94	1	96	92	25	96	0.7	94	96	-3
CCCCCCN1C=CC(=C/C=C(\C#N)C(=O)OCC)C=C1	41	102	3	106	105	5	107	1.0	108	107	.
NC(=O)Cn1c2[n+](c3ccccc31)CC(O)CS2 (centres undefined)	16	98	1	97	98	-3	99	0.3	99	101	.
Cc1cc(C)c(N(CC(=O)NC(C)(C)C)C(=O)CNC(=O)c2cccs2)c(C)c1	9	95	2	100	103	3	98	3.2	98	100	-20
CCOC(=O)Cn1c(=S)[nH]c2c(oc3ccc(Cl)cc32)c1=O	15	97	-3	101	101	-6	96	-0.8	100	100	8
Cn1ccs/c1=N\S(=O)(=O)c1ccc(Br)cc1	15	95	2	94	97	7	94	0.7	96	93	.
C=CCNC(=S)NNC(=O)C(CCC(C)C)CC(C)O (centres undefined)	8	102	2	110	105	4	105	0.3	105	109	4
Cc1ccc(NC(=O)CSc2nnc(-c3ccncc3)n2C)cc1S(=O)(=O)N1CCOCC1	11	94	0	96	99	11	96	0.4	98	100	-9
CC1CCN(c2ncccc2C(=O)O)CC1	23	129*[activator]	0	156*[activator]	125*[activator]	4	130*[activator]	0.0	128*[activator]	141*[activator]	.
CC(C)NS(=O)(=O)c1ccc(OCC(=O)Nc2ccccc2F)cc1	27	100	41	108	106	5	101	0.8	104	105	0
CO[C@@H]1O[C@@H]2COC(c3ccccc3)O[C@@H]2[C@@H](OC)[C@@H]1O (some centres undefined)	7	100	-7	105	101	2	101	1.7	101	101	22
CC(=O)Nc1ccc2c(c1)nc(CCN1CCN(C)CC1)n2C	10	99	4	104	104	20	102	0.1	103	104	11
COc1ccc(/C=C/C(=O)N(C)C2CCS(=O)(=O)C2)cc1OC (centres undefined)	4	100	2	104	104	3	99	-0.8	100	100	17
CC(C)(C)n1nc2c(c1NC(=O)c1ccccc1)CS(=O)(=O)C2	11	98	-1	100	101	10	100	0.0	97	97	.
Cc1cc(Nc2cccc(O)c2)c2ccccc2n1	10	94	1	88	90	16	89	0.3	90	92	.
COC(=O)c1ccc(NCN2C(=O)C3C4CCC(C4)C3C2=O)cc1 (centres undefined)	7	96	-1	93	93	-20	94	-0.2	95	94	5
COc1ccc(S(=O)(=O)N(CCc2ccccc2)CC(=O)O)cc1Cl	6	95	4	98	96	7	96	1.1	97	95	.
O=C(c1ccc(F)cc1)N1CCN(c2cnn(-c3ccccc3)c(=O)c2Cl)CC1	12	97	30	97	99	11	97	0.9	96	97	2
CCOc1ccc(-c2nn[nH]n2)cc1OCC	7	99	-1	106	103	20	98	0.0	102	98	.
Cc1ccc2cc(CN(C(=O)c3ccco3)c3ccccc3C)c(=O)[nH]c2c1	35	94	6	97	93	15	95	1.9	98	99	.
COc1cc2c(cc1NC(=O)COC(=O)C1CC(=O)N(Cc3ccco3)C1)oc1ccccc12 (centres undefined)	19	97	2	100	98	8	99	0.7	99	100	4
Cc1cccc(-c2nc3ccccc3c(=O)n2NC(=O)c2cccs2)c1	13	100	1	109	99	20	98	0.5	101	105	1
Cc1ccc(CN2CCN(/N=C/c3ccc(C(F)(F)F)cc3)CC2)cc1	14	94	1	96	91	-1	90	0.1	93	94	7

Entries of single compounds from above:
CO[C@@H]1O[C@@H]2COC(c3ccccc3)O[C@@H]2[C@@H](OC)[C@@H]1O (some centres undefined) is listed as Avidin bead fluor: 7; Rac1 mut GTP: 100; ABCG2 inh: -7; Rac1 wt modul: 105; Rab7 wt modul: 101; Mcl1 Noxa PPI: 2; Rab2 wt GTP: 101; ABCB1 block: 1.7; HRas wt GTP bind: 101; Cdc42 wt GTP: 101; Pf gametocyte: 22
Cc1ccc(N2CC(C(=O)OCC(=O)C(C)(C)C)CC2=O)cc1C (centres undefined) is listed as Avidin bead fluor: 8; Rac1 mut GTP: 98; ABCG2 inh: 5; Rac1 wt modul: 100; Rab7 wt modul: 98; Mcl1 Noxa PPI: 12; Rab2 wt GTP: 100; ABCB1 block: 1.1; HRas wt GTP bind: 102; Cdc42 wt GTP: 101; Pf gametocyte: 13

Going on with the list:
SMILES	Avidin bead fluor	Rac1 mut GTP	ABCG2 inh	Rac1 wt modul	Rab7 wt modul	Mcl1 Noxa PPI	Rab2 wt GTP	ABCB1 block	HRas wt GTP bind	Cdc42 wt GTP	Pf gametocyte
COc1ccc(-c2[nH]ncc2CN2CCN(Cc3cccs3)CC2)cc1F	9	94	0	94	96	-3	98	0.2	97	97	-3
COc1ccc(N=C2NC(=O)S/C2=C\c2ccc(N(C)C)cc2)cc1	38	96	1	95	95	22	93	0.1	98	97	4
CC(=O)Oc1cc2c(cc1Cl)C(c1cccs1)CC1(CC(C)(C)NC(=S)N1)O2 (centres undefined)	10	93	0	101	104	8	96	0.6	98	98	11
CCCC(C(=O)NC1CCCCC1)N(Cc1ccco1)C(=O)CNS(=O)(=O)c1ccccc1 (centres undefined)	14	99	2	98	100	-1	102	1.1	101	100	15
CC(=O)c1cccc(NC(=O)COC(=O)c2cccs2)c1	25	94	5	96	102	3	98	1.0	97	98	-3
C=C(C)COc1ccc(-c2[nH]ncc2-c2ccc(OC)c(OC)c2)c(O)c1	14	101	7	100	99	16	103	1.4	102	102	.
Cc1ccccc1-n1c(=O)c(C#N)cc2c(=O)n3ccccc3nc21	7	97	5	101	95	33	98	0.6	99	100	19
Cc1ccc(C(=O)OCC(=O)NCc2ccc3c(c2)OCO3)s1	7	98	-8	98	95	-9	100	-5.6	98	99	.
N#C/C(=C\C1CC2C=CC1C2)c1nc2ccccc2[nH]1 (centres undefined)	33	99	0	101	99	-4	97	0.1	101	99	.
COc1cccc(/C(O)=C2/C(=O)C(=O)N(c3cc(C)on3)C2c2cccs2)c1 (centres undefined)	21	96	0	97	97	18	96	-0.1	95	96	-52
CCOC(=O)N1CCC(c2nc3ccccc3[nH]2)CC1	14	99	12	105	101	18	99	0.8	102	104	.
Cc1cccc(OCCCC(=O)NC(C)c2ccccc2)c1 (centres undefined)	15	96	31	97	99	4	97	1.3	94	94	-51
NC(=O)c1nn(-c2ccccc2)nc1N	40	96	1	96	98	0	97	0.2	100	99	.
O=C(NCCSCc1ccco1)Nc1cccc(Cl)c1	7	96	1	101	106	5	101	-0.1	102	102	.
N/C(Cn1nnc(-c2ccccc2)n1)=N\O	13	97	1	100	101	-10	99	0.7	100	99	-12
FC(F)(F)c1cc(-c2cccs2)nc2ncnn12	10	95	13	98	98	12	96	0.6	97	98	.
O=C(CNC(=O)C1CCCCC1)Nc1ccc(F)c(Cl)c1	18	97	10	101	104	13	99	0.9	99	99	6
Cc1ccccc1NC(=O)C1CC(=O)N(c2ccc3c4c(cccc24)CC3)C1 (centres undefined)	10	92	2	98	101	-1	98	0.3	102	103	.
OCCC1CN(Cc2cnc(N3CCCC3)s2)CCN1C1CCCC1 (centres undefined)	3	96	5	98	97	2	98	1.3	98	99	10
c1ccc(CNc2nc3ccccc3n2CCN2CCOCC2)nc1	12	99	12	107	99	10	102	1.4	100	102	7
COc1cc2c(cc1OC)CN(Cc1ccc(OC)c(C)c1OC)CC2	6	98	1	98	100	6	98	0.4	97	98	4
O=C(N1CCNCC1)N1CCOCC1	8	99	4	105	101	2	101	1.0	101	102	.
O=C1NCCN/C1=C\C(=O)c1ccccc1	26	97	10	103	101	17	100	0.7	97	99	0
Cc1ccc(C(=O)Cn2nnc(-c3ccccc3-n3cnnn3)n2)cc1	23	99	0	108	98	16	100	0.0	104	108	.
CN(C)c1ccc(/C=N/NC(=O)CN(c2ccccc2Cl)S(C)(=O)=O)cc1Br	6	102	2	108	103	-3	102	0.3	105	104	-2

Some of these compounds in order of molecular weight, rising:
SMILES	Avidin bead fluor	Rac1 mut GTP	ABCG2 inh	Rac1 wt modul	Rab7 wt modul	Mcl1 Noxa PPI	Rab2 wt GTP	ABCB1 block	HRas wt GTP bind	Cdc42 wt GTP	Pf gametocyte
N/C(Cn1nnc(-c2ccccc2)n1)=N\O	13	97	1	100	101	-10	99	0.7	100	99	-12
Cc1ccccc1NC(=O)C1CC(=O)N(c2ccc3c4c(cccc24)CC3)C1 (centres undefined)	10	92	2	98	101	-1	98	0.3	102	103	.
CN(C)c1ccc(/C=N/NC(=O)CN(c2ccccc2Cl)S(C)(=O)=O)cc1Br	6	102	2	108	103	-3	102	0.3	105	104	-2

(next part)
SMILES	Avidin bead fluor	Rac1 mut GTP	ABCG2 inh	Rac1 wt modul	Rab7 wt modul	Mcl1 Noxa PPI	Rab2 wt GTP	ABCB1 block	HRas wt GTP bind	Cdc42 wt GTP	Pf gametocyte
Cc1nc2nc(-c3ccc(Cl)cc3)[nH]n2c(=O)c1C	17	96	7	98	94	20	96	1.0	98	100	.
Cc1ccc(NC(=O)CSc2nnc(NC(=O)c3ccc(S(=O)(=O)N4CCOCC4)cc3)s2)cc1	3	95	-4	99	95	10	97	-0.8	98	97	3
CCC(C)n1c(=S)[nH]c2ccccc2c1=O (centres undefined)	8	92	4	95	89	16	95	0.1	93	95	11
Cc1ccc(S(=O)(=O)CCC(=O)OCc2ccccc2F)cc1	9	89	1	97	106	14	97	0.4	97	95	14
Cc1ccc(C2CC(c3cccs3)=NN2C(=O)CSC2=NN3CCCC(=O)N=C3S2)cc1 (centres undefined)	6	97	4	101	102	17	98	11	101	100	.
COC(=O)c1c(NC(=O)CC2Nc3ccccc3NC2=O)sc(C)c1C (centres undefined)	8	96	-1	100	101	-2	100	-0.4	102	104	.
COc1ccc2nc3c(cc2c1)c(NC(=O)C1CCCO1)nn3CC(C)C (centres undefined)	11	102	7	107	103	28	104	1.0	104	106	7

Screens (PubChem)
